# Bioassay records (PubChem BioAssay)
# PDI turbidity = inhibitors of human PDI, primary screen, biochemical, turbidity, single point, plate reader; PDI insulin aggregation turbidity, A650, 90 min; 350,000 tested, 0.052% active; AID 588391, 2011; inhibition, % at 10 µM;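 active = mean inhibition across replicates of 30% or more, whatever share of single replicates reach that level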;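 also: absorbance from insulin aggregation driven by PDI reduction with DTT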
# Target sequence (P07237 whole entry, looked up): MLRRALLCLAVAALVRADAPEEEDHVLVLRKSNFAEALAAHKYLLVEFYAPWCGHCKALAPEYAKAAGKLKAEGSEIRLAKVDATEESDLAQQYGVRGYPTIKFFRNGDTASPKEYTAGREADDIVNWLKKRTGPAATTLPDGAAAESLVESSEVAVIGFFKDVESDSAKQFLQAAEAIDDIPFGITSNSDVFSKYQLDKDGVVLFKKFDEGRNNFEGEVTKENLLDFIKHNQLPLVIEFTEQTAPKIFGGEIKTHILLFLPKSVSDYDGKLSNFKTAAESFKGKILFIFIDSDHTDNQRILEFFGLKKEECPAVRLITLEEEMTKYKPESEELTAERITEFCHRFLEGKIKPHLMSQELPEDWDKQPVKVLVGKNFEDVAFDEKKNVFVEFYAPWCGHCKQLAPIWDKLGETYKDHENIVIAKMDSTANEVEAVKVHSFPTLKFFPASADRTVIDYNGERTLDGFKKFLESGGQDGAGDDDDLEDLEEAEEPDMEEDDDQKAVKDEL
# NR2E3 ag-1 = NR2E3 agonists in two-hybrid cells, primary screen, cell-based, luminescence, CHO-S, Gal4-NCOR/VP16-NR2E3. Photoreceptor-specific nuclear receptor (Homo sapiens), Q9Y5X4. luciferase. inhibition of corepressor binding, % at 3.98 µM. 360,000 tested, 0.35% active. AID 602229, 2012;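 active = inhibition above the mean of all tested compounds plus 3 SD, cut at about 70% in these data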;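 also: 0% = DMSO with NR2E3 transfected cells and 100% = cells lacking NR2E3 construct; higher means lower luciferase signal from less NR2E3 corepressor binding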
# hiPSC survival = enhancers of single-cell hiPSC survival, primary screen, ATPlite luminescence. survival enhancement, % at 20 µM. AID 602274, 2012. 100% = ROCK inhibitor wells, 0% = DMSO. 360,000 tested, 0.044% active; in the data active = survival enhancement above about 18%;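 also: cells exposed to compounds for 16 hours before the ATP read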
# m5-HT2A agonist = mouse Htr2a agonists via beta-arrestin recruitment, primary screen, cell-based, luminescence | CHO-K1 mHTR2A beta-arrestin complementation; percent of 30 µM serotonin response | activation, % at 7.6 µM | 360,000 tested, 0.66% active;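 active = activation above a run cutoff, the mean activation of all tested compounds plus 3 SD, cut at about 14% in these data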;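 also: 0% = plate median of compound wells and 100% = 30 µM serotonin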
# Target sequence (P35363 whole entry, looked up): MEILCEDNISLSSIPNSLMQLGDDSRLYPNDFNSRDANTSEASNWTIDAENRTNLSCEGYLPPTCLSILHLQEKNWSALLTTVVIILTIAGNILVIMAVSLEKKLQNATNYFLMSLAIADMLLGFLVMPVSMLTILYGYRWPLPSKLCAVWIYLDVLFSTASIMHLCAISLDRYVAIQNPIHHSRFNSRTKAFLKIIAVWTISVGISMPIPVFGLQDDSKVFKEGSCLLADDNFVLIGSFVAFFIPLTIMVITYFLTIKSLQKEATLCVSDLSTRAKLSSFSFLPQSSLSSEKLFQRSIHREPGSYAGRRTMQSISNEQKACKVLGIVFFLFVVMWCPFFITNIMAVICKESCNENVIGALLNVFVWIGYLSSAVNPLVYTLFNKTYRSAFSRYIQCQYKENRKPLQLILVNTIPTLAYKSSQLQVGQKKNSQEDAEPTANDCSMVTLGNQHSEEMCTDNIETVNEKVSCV
# NR2E3 ag-2 = inhibitors of NR2E3-RetCOR corepressor binding, primary screen, NR2E3 agonist project, biochemical, TR-FRET, GST-NR2E3, biotin-RetCOR | Photoreceptor-specific nuclear receptor (Homo sapiens), Q9Y5X4 | AID 2300, 2010 | 320,000 tested, 0.12% active | inhibition of corepressor binding, % at 4.78 µM | 1536-well;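 active = percent inhibition above the cutoff of mean plus 3 SD of all tested compounds, set per screening campaign, cut at about 20% in these data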;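 also: 0% = DMSO wells and 100% = biotin wells as full block of FRET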
#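 Test system – NR2E3–RetCOR corepressor complex · Quantity – NR2E3 fusion 1.35 nM · Buffer or medium – Tris pH 7.5 · Incubation – Compound–protein incubation for 5 h at 4 °C · Technique – TR-FRET, Eu(K)-anti-GST donor, streptavidin-D2 acceptor, ex 340, em 617/671 nm · Evaluation – percent inhibition of 671/617 nm emission ratio versus biotin and DMSO controls · Plate – 1536-well format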
# TRPM1 prom inh = inhibitors of MITF-dependent TRPM1 promoter reporter, primary screen, cell-based, SK-MEL-5, single point, luciferase | SK-MEL-5 TRPM1 promoter luciferase, 24 h | inhibition, % at 12.5 µM | 330,000 tested, 0.83% active;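 active = mean inhibition across replicates of 60% or more, whatever share of single replicates reaches that level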; also: values of inactives mirror those of a sister screen read the other way
# HIF-2a block = HIF-2a reporter inhibitors, primary screen, luminescence, 786-0 RCC cells; 786-0 RCC cells HIF-2a reporter, luciferase luminescence, overnight; inhibition, % at 18.8 µM; 360,000 tested, 0.72% active; AID 624352, 2012;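 active = inhibition of the luminescence signal of 40% or more relative to plate controls, in a single-dose primary screen at 18.75 µM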
# CaV13 FRET inh = Disruptors of the CACNA1D IQ motif to Ca2+-dependent inactivation inhibitor domain association, primary screening, Förster resonance energy transfer in intact living …; HEK cells, CFP/YFP FRET ICDI-IQ, plate reader, 10 min; percent FRET-ratio fall versus neutral wells; inhibition, % at 12.3 µM; 340,000 tested, 0.098% active;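 active = mean replicate inhibition of at least 30% and at least 1% of replicates passing that level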;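 also: 0% = median of the neutral control wells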
# Shn3 inh set2 = reduction of Shn3 3'UTR firefly luciferase signal, primary screen, Schnurri-3 inhibitor project, cell-based, Clone20 osteoblasts, set 2; Clone20 osteoblast Shn3 3'UTR firefly luciferase, 24 h; inhibition, % at 12.5 µM; 360,000 tested, 0.52% active;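 active = mean inhibition of at least 75% with every replicate also reaching 75%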;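 also: 0% = median of neutral control wells and 100% = pilot-screen positive control compound; some compounds past the cut are filed as inactive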
# Peg3 prom inh = Peg3 promoter-driven luciferase inhibitors, primary screen, cell-based, HeLa, luciferase luminescence. HeLa PEG-Prom luciferase reporter, overnight. inhibition, % at 20 µM. 360,000 tested, 1.7% active. AID 588405, 2011;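 active = inhibition of at least 50% at 20 µM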
# H9c2 protect = cardioprotection against H2O2-induced cell death, primary screen, uHTS, H9c2 cells, ATPLite luminescence; H9c2 cardiomyocytes, H2O2 injury protection, 2 h; protection from H2O2 cell death, % at 20 µM; 360,000 tested, 0.63% active; AID 588492, 2011;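 active = compounds giving at least 50% protection of heart cells from peroxide-induced death in the single-dose screen, raw or plate-pattern-corrected value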;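 also: 0% = DMSO wells with peroxide and 100% = DMSO wells without peroxide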
# The depositor's hits bear a star; x = not tested or not shown.
SMILES,PDI turbidity,NR2E3 ag-1,hiPSC survival,m5-HT2A agonist,NR2E3 ag-2,TRPM1 prom inh,HIF-2a block,CaV13 FRET inh,Shn3 inh set2,Peg3 prom inh,H9c2 protect
O=C(Nc1ccc(Cl)cc1)C1Cc2c(-c3ccc4c(c3)OCO4)ccnc2O1 (stereo unspecified),-9,-27,1.0,-1,x,x,9,-3,-8,29,-2
CC(C)N(Cc1nc2ccccc2c(=O)[nH]1)C(=O)c1ccc(NC(=O)CSc2nnnn2C)cc1,4,-29,-0.5,0,2,10,5,-3,22,-13,6
CCOC(=O)c1ccc(NC(=O)c2nc[nH]c2C(=O)N(CC)CC)cc1,14,-13,0.2,4,-2,-9,-1,-4,-3,-2,3
Cc1ccc2[nH]cc(CCNC(=O)C3CCCCC3)c2c1,-9,28,-0.5,4,x,13,13,2,-19,8,-7
O=C(CN1CCc2ccccc2C1)NCC(=O)Nc1ccc(F)cc1,-3,-20,2.4,-9,5,12,16,-2,-7,14,-8
O=C(O)CNC(=S)N(Cc1ccccc1)Cc1cccnc1,0,-17,0.1,0,2,0,10,-2,-4,3,6
COc1ccc(Cl)cc1NC(=O)Nc1ccccc1SC,10,-6,-0.6,-3,5,-6,9,2,-8,9,-14
NC(=O)NCc1ccccc1F,2,4,0.7,2,1,-6,7,-5,-18,2,4
COc1cc(NC(=O)c2ccc3c(c2)OCCO3)ccc1NC(=O)c1cccs1,13,-38,-0.4,-4,0,-33,-98,-7,-43,-176,-3
COC(=O)c1sccc1OCc1cccc(OC)c1,0,-24,-1.1,1,-4,-8,-9,-4,5,-10,-2
CCC(c1nnc(SCC(=O)NCC2CCCO2)n1Cc1ccccc1)N(C)C (stereo unspecified),4,-13,0.0,-1,2,-10,10,x,-9,4,0
C[C@H](NCc1c[nH]c2ccccc12)c1ccccc1,0,-7,-0.9,0,2,18,9,-9,5,-2,-1
CCCc1ccc2oc(C(=O)N3CCCC3)c(C)c2c1,0,-107,-0.6,-5,0,-54,-270,-5,-108,-298,-1
CC(=O)Nc1ccc2nc(NC(=O)COc3ccccc3Cl)sc2c1,4,-60,-0.4,-2,0,-84,-187,5,-20,-137,27
CCn1c(SCC(=O)Nc2cccc(C)n2)nc2c1c(=O)n(C)c(=O)n2C,-1,-16,1.7,-1,1,-1,22,-5,17,23,9
Cc1ccc(-n2nnnc2SCC(=O)c2c(N)n(C3CC3)c(=O)[nH]c2=O)cc1,-3,-16,0.2,-2,-1,10,21,-5,7,-1,1
CC(C)C(=O)Nc1c(-c2ccccc2Cl)c(=O)c2ccccc2n1C,-4,-5,-0.2,0,x,-12,1,-18,-25,0,-4
Nc1c(C(=O)O)sc2nc(-c3ccccc3)cc(-c3ccc(F)cc3)c12,-3,-26,1.5,-3,6,7,3,-8,x,9,-3
CC1=CC(c2ccccc2)n2nc(NC(=O)CCCC(=O)O)nc2N1 (stereo unspecified),-11,-41,-0.2,0,0,5,16,-5,-11,6,5
COc1ccc2c(c1)c(C)cc[n+]2Cc1ccccc1,3,-33,-0.2,-2,x,32,7,-19,19,14,-10
O=C(CCN1C(=O)/C(=C/c2cccs2)SC1=S)Nc1ccc(C(=O)O)c(O)c1,-2,13,-0.4,4,-4,-3,5,-11,3,-17,-6
COc1ccc2nc(C)cc(C(=O)O)c2c1,-11,9,10,-6,2,5,17,x,-2,9,3
CC(C)n1c(N2CCN(C(=O)Nc3ccccc3)CC2)nc2ccccc21,0,-12,0.6,7,0,-1,7,-3,4,5,-4
O=C(Cc1ccc([N+](=O)[O-])cc1)Nc1nnc(C2CC2)s1,13,4,-1.6,-1,0,-5,2,-10,20,-2,1
CC(NC(=O)c1cc2ccccc2o1)c1cccs1 (stereo unspecified),3,5,-0.1,-2,1,-25,-70,x,8,-23,-4
NNC(=S)Nc1cc(S(=O)(=O)N2CCOCC2)ccc1N1CCOCC1,-2,3,-0.3,-1,3,3,13,0,5,9,9
Cc1cc(C)c2nc(-c3cccnc3)cc(C(=O)NC(C)c3cnn(C)c3C)c2c1 (stereo unspecified),-5,-1,-0.6,-6,2,-8,-10,11,1,2,13
O=C(Nc1ccccc1)c1ccc[nH]1,9,-15,-0.8,0,1,-30,-38,-16,-14,-44,-2
Cc1ccccc1-n1nc(C)c2cc(C(=O)N3CCN(S(=O)(=O)c4ccc(F)cc4)CC3)sc21,0,-3,0.8,-6,1,21,10,-3,70,25,-7
CCOC(=O)N1CCC(N2CC34C=CC(O3)C(C(=O)Nc3ccc(C)cc3)C4C2=O)CC1 (stereo unspecified),x,-19,1.3,5,2,3,5,-2,8,-15,10
O=C(c1cccc([N+](=O)[O-])c1)N1CCN(S(=O)(=O)N2CCCCC2)CC1,-7,5,-0.1,9,2,-6,6,-2,-7,2,-2
CCc1ccc(OCc2nnc(-c3ccccc3Br)o2)cc1,2,-51,0.2,-2,1,-17,-193,-2,-12,-95,-12
COc1ccc(OC)c(NC(=O)CC2Oc3ccccc3NC2=O)c1 (stereo unspecified),4,-44,-0.4,-1,2,-7,-139,-6,-12,-64,-2
Cn1cc(-c2cc(C(=O)O)on2)cn1,3,3,-0.7,6,9,6,11,-5,2,10,1
Cc1onc(-c2ccccc2)c1-c1csc(N/N=C/c2ccccc2)n1,2,-22,-0.5,-2,2,2,19,-5,8,17,-14
O=C(Nc1nnc(SCC(=O)N2CCCCC2)s1)c1ccc(F)cc1F,7,-48,-0.1,-2,-2,-18,-32,-7,-19,-16,-10
COc1ccc(-c2nnc(-c3cc4ccccc4oc3=O)o2)cc1,2,1,0.7,5,-2,-51,-75,-13,-28,-88,3
O=C(CSc1nc(O)cc(=O)[nH]1)N1c2ccccc2CCc2ccccc21,-2,5,0.2,6,4,-11,13,6,5,-17,-5
COc1cccc(-c2coc3cc4oc(=O)c(CC(=O)O)c(C)c4cc23)c1,14,-31,1.2,5,1,5,-58,-18,17,-10,-1
C/C(=N\NC(=O)c1cc(C)nc2ccccc12)c1ccc([N+](=O)[O-])cc1,1,-43,-0.5,-3,-1,-5,19,-3,11,-9,1
O=C(O)CCCCCNc1nc(=S)[nH]c2ccccc12,5,9,2.8,2,1,-7,4,-4,8,-3,-1
N#C/C(=C/c1ccc2c(c1)OCO2)C(=O)NCCc1c[nH]c2ccccc12,17,-14,-0.7,-1,2,-6,-10,-7,-3,20,3
Cc1cc2c(=O)n(CC(=O)N3CCN(c4ccccc4)CC3)cnc2s1,3,1,-0.4,5,3,8,7,-2,5,-13,0
COc1ccc(-n2ncc(Cl)c(Cl)c2=O)cc1,1,7,0.1,1,x,x,95*,-4,98*,105*,-5
CC(C)(C(=O)N1CCC1(C)C(=O)NS(=O)(=O)c1ccccc1Cl)c1ccccc1 (stereo unspecified),0,13,-1.3,7,x,x,2,-5,2,-3,-8
O=C(O)c1ccccc1C(=O)c1ccc(-c2ccccc2)cc1,0,-89,-0.5,-4,3,-8,-143,-3,-23,-105,4
CC(=O)N1CCN(c2ccc(S(=O)(=O)N3CCOCC3)cc2[N+](=O)[O-])CC1,18,-15,0.3,-1,x,10,4,-5,-14,15,8
Cc1c(CN2CCC(CO)(Cc3ccccc3)CC2)c2ccccc2n1C,-8,-14,-1.9,-4,-1,-1,4,12,-6,-12,9
CN(C)CCCNC(=O)c1ccc(-c2nc(-c3ccc(Cl)cc3)cs2)cc1,-3,-76,-2.9,-7,-1,83*,88*,-4,8,103*,-19
COc1ccc(OC)c(CNS(=O)(=O)c2cc(-c3cc(C)no3)ccc2OC)c1,7,6,0.0,-4,-2,-1,10,-3,12,10,-3
Oc1ccc(Br)cc1/C=N/Nc1ncc(-c2ccccc2)cn1,-1,-28,-0.6,1,0,13,10,5,-12,14,24
COCc1cc(C)nc2sc(C(=O)NN)c(-n3cccc3)c12,-1,-5,-0.3,2,2,5,-176,0,-21,-19,1
Cc1[nH]nc(Nc2ccc(O)cc2)c1[N+](=O)[O-],3,-35,2.5,0,0,-64,-38,6,-2,-40,9

# Given with two lines to a compound: part of the list above.
# Below each compound – PDI turbidity | NR2E3 ag-1 | hiPSC survival | m5-HT2A agonist | NR2E3 ag-2 | TRPM1 prom inh | HIF-2a block | CaV13 FRET inh | Shn3 inh set2 | Peg3 prom inh | H9c2 protect
C/C(=N\NC(=O)c1cc(C)nc2ccccc12)c1ccc([N+](=O)[O-])cc1
  1 | -43 | -0.5 | -3 | -1 | -5 | 19 | -3 | 11 | -9 | 1
O=C(O)CCCCCNc1nc(=S)[nH]c2ccccc12
  5 | 9 | 2.8 | 2 | 1 | -7 | 4 | -4 | 8 | -3 | -1
N#C/C(=C/c1ccc2c(c1)OCO2)C(=O)NCCc1c[nH]c2ccccc12
  17 | -14 | -0.7 | -1 | 2 | -6 | -10 | -7 | -3 | 20 | 3
Cc1cc2c(=O)n(CC(=O)N3CCN(c4ccccc4)CC3)cnc2s1
  3 | 1 | -0.4 | 5 | 3 | 8 | 7 | -2 | 5 | -13 | 0
COc1ccc(-n2ncc(Cl)c(Cl)c2=O)cc1
  1 | 7 | 0.1 | 1 | x | x | 95* | -4 | 98* | 105* | -5
CC(C)(C(=O)N1CCC1(C)C(=O)NS(=O)(=O)c1ccccc1Cl)c1ccccc1 (stereo unspecified)
  0 | 13 | -1.3 | 7 | x | x | 2 | -5 | 2 | -3 | -8
O=C(O)c1ccccc1C(=O)c1ccc(-c2ccccc2)cc1
  0 | -89 | -0.5 | -4 | 3 | -8 | -143 | -3 | -23 | -105 | 4
CC(=O)N1CCN(c2ccc(S(=O)(=O)N3CCOCC3)cc2[N+](=O)[O-])CC1
  18 | -15 | 0.3 | -1 | x | 10 | 4 | -5 | -14 | 15 | 8
Cc1c(CN2CCC(CO)(Cc3ccccc3)CC2)c2ccccc2n1C
  -8 | -14 | -1.9 | -4 | -1 | -1 | 4 | 12 | -6 | -12 | 9
CN(C)CCCNC(=O)c1ccc(-c2nc(-c3ccc(Cl)cc3)cs2)cc1
  -3 | -76 | -2.9 | -7 | -1 | 83* | 88* | -4 | 8 | 103* | -19
COc1ccc(OC)c(CNS(=O)(=O)c2cc(-c3cc(C)no3)ccc2OC)c1
  7 | 6 | 0.0 | -4 | -2 | -1 | 10 | -3 | 12 | 10 | -3
